OX1R antag-1 = blocks the human orexin 1 receptor; O43613; OX1R-expressing cells, FRET antagonist read-out; inhibition, % at 6.6 µM; actives 1.8% (n = 330,000); AID 485270; in the data active = inhibition mostly above about 38%, no sharp cut-off; inactive = mostly below about 40%;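 note: 0% = agonist challenge alone and 100% = reference antagonist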
Target sequence (O43613 whole entry, looked up): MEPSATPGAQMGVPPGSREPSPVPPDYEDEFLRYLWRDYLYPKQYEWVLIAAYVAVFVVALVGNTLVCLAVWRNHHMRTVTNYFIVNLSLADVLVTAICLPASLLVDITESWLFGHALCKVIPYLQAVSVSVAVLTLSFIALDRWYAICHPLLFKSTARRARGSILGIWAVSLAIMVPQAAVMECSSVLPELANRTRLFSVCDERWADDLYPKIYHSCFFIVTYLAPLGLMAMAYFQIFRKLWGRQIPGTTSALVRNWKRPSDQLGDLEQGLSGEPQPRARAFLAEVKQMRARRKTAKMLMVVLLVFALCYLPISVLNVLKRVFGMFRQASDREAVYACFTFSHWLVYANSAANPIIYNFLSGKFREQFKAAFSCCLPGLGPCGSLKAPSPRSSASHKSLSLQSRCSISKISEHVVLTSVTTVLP
OX1R antag-2 = antagonists of human orexin 1 receptor. CHO/OX1R cells, Fluo-8 calcium fluorescence, orexin A. inhibition, % at 5 µM. actives 0.43% (n = 330,000). AID 434989;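 active = inhibition above its plate's threshold, mean inhibition of all tested compounds on the plate plus 3 SD, cut at about 37% in these data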;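 note: 0% = orexin A challenge wells and 100% = SB-334867-A antagonist wells; not every result past the cut was called active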
STK33 inh = blocks human STK33 kinase activity | Q9BYT3 | purified STK33, MBP phosphorylation, ADP-Glo luminescence | inhibition, % at 10 µM | actives 0.073% (n = 320,000) | AID 2661;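 active = inhibition at or above 25%, using the most active replicate where run in duplicate; inactive = inhibition below 25%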
Target sequence (Q9BYT3 whole entry, looked up): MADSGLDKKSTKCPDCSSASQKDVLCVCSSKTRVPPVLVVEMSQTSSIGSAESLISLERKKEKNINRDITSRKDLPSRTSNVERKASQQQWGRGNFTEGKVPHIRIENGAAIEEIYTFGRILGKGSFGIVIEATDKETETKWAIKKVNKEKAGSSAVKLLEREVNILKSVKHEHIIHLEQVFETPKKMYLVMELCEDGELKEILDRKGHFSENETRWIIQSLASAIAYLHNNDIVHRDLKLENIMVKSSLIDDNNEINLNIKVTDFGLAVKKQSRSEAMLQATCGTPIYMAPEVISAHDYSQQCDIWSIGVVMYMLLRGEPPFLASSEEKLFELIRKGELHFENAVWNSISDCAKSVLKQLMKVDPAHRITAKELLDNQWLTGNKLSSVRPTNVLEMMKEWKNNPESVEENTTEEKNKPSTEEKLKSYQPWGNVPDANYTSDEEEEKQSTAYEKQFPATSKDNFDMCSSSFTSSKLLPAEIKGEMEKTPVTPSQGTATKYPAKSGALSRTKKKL
An asterisk follows results filed as active.

Screening Cc1ccc(NC(=O)C(c2ccccc2)N2CCN(CC(=O)N3CCOCC3)CC2)cc1 (stereo not given) returned OX1R antag-1 0, OX1R antag-2 -14 and STK33 inh -0.6.
Screening O=S(=O)(Nc1ccc(N2CCCCC2)cc1)c1ccccc1 returned OX1R antag-1 29, OX1R antag-2 -10 and STK33 inh 0.1.
Screening COc1ccc(S(=O)(=O)Nc2ccc3c(c2)C(=O)N([C@H](C)CO)C[C@H](C)[C@@H](CN(C)C(=O)Nc2ccc4c(c2)OCO4)O3)cc1 returned OX1R antag-1 3, OX1R antag-2 17 and STK33 inh 1.2.
Cc1[nH]c2ccccc2c1C(=O)CSc1ccccn1 was read as OX1R antag-1 17, OX1R antag-2 0 and STK33 inh 0.9.
Cc1cc2c(cc1S(=O)(=O)N1CCN(c3cccc(C)c3C)CC1)OCCN2C was read as OX1R antag-1 6, OX1R antag-2 -37 and STK33 inh -0.1.
CCc1cccc2c(C(=O)CSc3nncn3C)c[nH]c12 was read as OX1R antag-1 8, OX1R antag-2 -11 and STK33 inh -0.3.
For O=C(CN1C(=O)NC2(CCCCCCC2)C1=O)NCc1ccccc1Cl the results were OX1R antag-1 9 and OX1R antag-2 -36.
For Cc1cc(NC(=O)/C=C/c2ccc(Cl)cc2)no1 the results were OX1R antag-1 18, OX1R antag-2 -10 and STK33 inh -1.0.
Screening CCCCNc1nc2cccnc2s1 returned OX1R antag-1 15, OX1R antag-2 -16 and STK33 inh -1.7.
`CC1=C(/C=C/C(C)=C/C=C/C(C)=C/C=C/C=C(C)/C=C/C=C(C)/C=C/C2=C(C)CCCC2(C)C)C(C)(C)CCC1` gave OX1R antag-1 6, OX1R antag-2 -6 and STK33 inh -0.8.
For COc1cc(-c2nc(CN3CCCCC3CCNC(C)=O)c(C)o2)ccc1F (stereo not given) the results were OX1R antag-1 29, OX1R antag-2 -7 and STK33 inh -1.4.
CCS(=O)(=O)n1c(Cc2cccs2)nc2ccccc21 was read as OX1R antag-1 26, OX1R antag-2 -16 and STK33 inh -0.2.
`COc1cccc2c(=O)n(CC(=O)NC3CCCCC3)ccc12` gave OX1R antag-1 12, OX1R antag-2 -10 and STK33 inh -0.7.
COc1ccc(CCN(C)C2CCCN(S(C)(=O)=O)C2)cc1OC (stereo not given) was read as OX1R antag-1 6, OX1R antag-2 -18 and STK33 inh -0.4.
For CCCSc1nnc(NC(=O)c2sc3nc(-c4cccs4)ccc3c2N)s1 the results were OX1R antag-1 19, OX1R antag-2 -10 and STK33 inh -0.6.

Among those listed so far, these contain an NH in an aromatic ring:
Cc1[nH]c2ccccc2c1C(=O)CSc1ccccn1 was read as OX1R antag-1 17, OX1R antag-2 0 and STK33 inh 0.9.
CCc1cccc2c(C(=O)CSc3nncn3C)c[nH]c12 was read as OX1R antag-1 8, OX1R antag-2 -11 and STK33 inh -0.3.

The listing picks up, starting 6 compounds before the break.
`CC1=C(/C=C/C(C)=C/C=C/C(C)=C/C=C/C=C(C)/C=C/C=C(C)/C=C/C2=C(C)CCCC2(C)C)C(C)(C)CCC1` gave OX1R antag-1 6, OX1R antag-2 -6 and STK33 inh -0.8.
For COc1cc(-c2nc(CN3CCCCC3CCNC(C)=O)c(C)o2)ccc1F (stereo not given) the results were OX1R antag-1 29, OX1R antag-2 -7 and STK33 inh -1.4.
CCS(=O)(=O)n1c(Cc2cccs2)nc2ccccc21 was read as OX1R antag-1 26, OX1R antag-2 -16 and STK33 inh -0.2.
`COc1cccc2c(=O)n(CC(=O)NC3CCCCC3)ccc12` gave OX1R antag-1 12, OX1R antag-2 -10 and STK33 inh -0.7.
COc1ccc(CCN(C)C2CCCN(S(C)(=O)=O)C2)cc1OC (stereo not given) was read as OX1R antag-1 6, OX1R antag-2 -18 and STK33 inh -0.4.
For CCCSc1nnc(NC(=O)c2sc3nc(-c4cccs4)ccc3c2N)s1 the results were OX1R antag-1 19, OX1R antag-2 -10 and STK33 inh -0.6.
CCNc1nc(NC(C)(C)C)nc(N(CC)n2cnnc2)n1 was read as OX1R antag-1 0, OX1R antag-2 -10 and STK33 inh -0.8.
Screening CNC[C@H]1Oc2c(NS(=O)(=O)c3ccc(OC)cc3)cccc2C(=O)N([C@H](C)CO)C[C@@H]1C returned OX1R antag-1 7 and OX1R antag-2 -20.
For COC(=O)c1ccc(CN(c2ccccc2OC)S(=O)(=O)c2cccs2)o1 the results were OX1R antag-1 28, OX1R antag-2 -16 and STK33 inh -0.2.
Cc1ccc(CNC(=O)C2CCN(S(=O)(=O)c3ccc4c(c3)OCCCO4)CC2)cc1 was read as OX1R antag-1 5 and OX1R antag-2 -24.
Screening CCOc1ccc(C2C3=C(CCCC3=O)Nc3ccc4ncccc4c32)cc1 (stereo not given) returned OX1R antag-1 11, OX1R antag-2 -27 and STK33 inh -1.6.
For COc1ccc(-c2csc(N3C(=O)C4C5c6ccccc6C(c6ccccc65)C4C3=O)n2)cc1 (stereo not given) the results were OX1R antag-1 21, OX1R antag-2 -6 and STK33 inh -0.9.
Screening Cc1ccc(S(=O)(=O)N2CCN(c3ccc(N4CCOCC4)nn3)CC2)cc1[N+](=O)[O-] returned OX1R antag-1 24, OX1R antag-2 -8 and STK33 inh -2.1.
For O=C(CSc1nnc(-c2ccccc2)n1-c1ccccc1)N1c2ccccc2Sc2ccccc21 the results were OX1R antag-1 6, OX1R antag-2 -16 and STK33 inh -0.7.
Screening CC12CCC(=O)N1C(C(=O)NCc1ccccc1Cl)CS2 (stereo not given) returned OX1R antag-1 9, OX1R antag-2 -15 and STK33 inh -1.0.
Screening CCN(CC)NC(=O)Nc1ccccc1 returned OX1R antag-1 8, OX1R antag-2 -27 and STK33 inh -0.3.
O=[N+]([O-])c1cccc(CN2CCN(Cc3ccco3)CC2)c1 was read as OX1R antag-1 3, OX1R antag-2 -12 and STK33 inh 0.1.
For C=C(C)Cn1c(CCn2c3ccccc3c3ccccc32)n[nH]c1=S the results were OX1R antag-1 14, OX1R antag-2 -24 and STK33 inh -0.8.
Oc1c(C(Nc2ccccn2)c2ccccn2)ccc2cccnc12 (stereo not given) was read as OX1R antag-1 25, OX1R antag-2 -31 and STK33 inh -2.2.
For CC(C)(C)c1ccccc1NC(=O)c1c(O)c2cccc3c2n(c1=O)CC3 the results were OX1R antag-1 10, OX1R antag-2 -32 and STK33 inh 0.1.
`CCN(CC)S(=O)(=O)c1cccc(C(=O)Nc2nc3cc4c(cc3s2)OCCO4)c1` gave OX1R antag-1 40, OX1R antag-2 1 and STK33 inh -0.5.
Screening N#CCCN(Cc1ccccc1)C(=S)Nc1ccc(F)cc1 returned OX1R antag-1 -1, OX1R antag-2 -8 and STK33 inh -0.9.
For CC(C)(C)c1nc2c(s1)CCc1onc(-c3ccc(Cl)cc3)c1-2 the results were OX1R antag-1 -1, OX1R antag-2 -23 and STK33 inh 1.7.
`COc1cc(/C=C/C(=O)OCC(=O)Nc2cc(C(F)(F)F)ccc2N2CCOCC2)ccc1O` gave OX1R antag-1 17, OX1R antag-2 -10 and STK33 inh -1.7.
`C[C@H](CO)N1C[C@H](C)[C@@H](CN(C)Cc2ccncc2)Oc2ccc(NC(=O)CCCCCC(=O)Nc3ccccc3N)cc2C1=O` gave OX1R antag-1 17, OX1R antag-2 -11 and STK33 inh 1.3.
CC(C)C[C@H]1COCCS(=O)(=O)N1Cc1cccc(C(F)(F)F)c1 was read as OX1R antag-1 26, OX1R antag-2 -17 and STK33 inh 0.3.
Screening O=c1c2cc(NC(=S)NCCCN3CCC(Cc4ccccc4)CC3)ccc2nc2n1CCCCC2 returned OX1R antag-1 16, OX1R antag-2 -4 and STK33 inh 3.3.
`COc1ccc2c(c1)CCC1C2=NN(/C(C)=C/C(C)=O)C1c1cccc(F)c1` (stereo not given) gave OX1R antag-1 3, OX1R antag-2 -25 and STK33 inh -0.5.
Screening Cc1cc(C)c(S(=O)(=O)N(C)CC(=O)NCCN2CCOCC2)c(C)c1 returned OX1R antag-1 6, OX1R antag-2 3 and STK33 inh -0.7.
`Cn1c(=O)n(Cc2ccccc2F)c2ccccc21` gave OX1R antag-1 15, OX1R antag-2 -2 and STK33 inh 0.4.
`CCOCCOc1cccc(C(=O)NC(C)c2ccc3ccccc3c2)c1` (stereo not given) gave OX1R antag-1 13, OX1R antag-2 -33 and STK33 inh -1.4.
`O=C(COc1ccc2c3c(c(=O)oc2c1)CCC3)N[C@@H](CSCc1ccccc1)C(=O)O` gave OX1R antag-1 1, OX1R antag-2 -6 and STK33 inh 3.0.
For Clc1ccc(OCCCNCc2ccccc2)c2ccccc12 the results were OX1R antag-1 8, OX1R antag-2 -3 and STK33 inh 2.2.
Cn1cnc([N+](=O)[O-])c1Sc1ccc(Br)cc1 was read as OX1R antag-1 7, OX1R antag-2 2 and STK33 inh 1.9.
Screening COc1ccc(C)cc1S(=O)(=O)N(CC(=O)NCc1ccc(Cl)cc1)Cc1ccccc1 returned OX1R antag-1 16, OX1R antag-2 -14 and STK33 inh -0.2.
Screening O=C(CNC(=O)c1ccc(Cl)cc1)OCc1nc2ccccc2s1 returned OX1R antag-1 13, OX1R antag-2 -31 and STK33 inh 1.9.
CCN(CC)c1ccc(/C=N/N=C(N)N)c(O)c1 was read as OX1R antag-1 8, OX1R antag-2 -20 and STK33 inh -1.1.
CCOc1ccc(-c2c(C)n([O-])c3c([n+]2=O)CCCC3)cc1 was read as OX1R antag-1 17, OX1R antag-2 -13 and STK33 inh -1.3.
Screening CCCCC1=CC2=CC(=O)C(C)(OC(=O)CC)C(=O)C2=CN1CCCCO (stereo not given) returned OX1R antag-1 46, OX1R antag-2 -17 and STK33 inh -2.8.
Screening CCOC(=O)c1cnc2ccc(Cl)cc2c1Nc1ccc(S(=O)(=O)Nc2ncccn2)cc1 returned OX1R antag-1 22, OX1R antag-2 -10 and STK33 inh -1.0.
Screening CC1(C(=O)O)CCC(C(N)=O)C1(C)C (stereo not given) returned OX1R antag-1 15, OX1R antag-2 -3 and STK33 inh 0.1.
For O=C(Nc1ccccc1)C1CCN(C(=O)c2ccc(Br)cc2)CC1 the results were OX1R antag-1 24, OX1R antag-2 -7 and STK33 inh -0.5.
CCN(Cc1ccncc1)C(=O)Cc1cccs1 was read as OX1R antag-1 4, OX1R antag-2 -9 and STK33 inh -0.6.
O=C(Nc1nncs1)C1CC(=O)N(C2CCCC2)C1 (stereo not given) was read as OX1R antag-1 -3, OX1R antag-2 4 and STK33 inh -1.6.
For Cc1ccc(C(=O)N2CCC(C(=O)NCc3cccnc3)CC2)cc1 the results were OX1R antag-1 4, OX1R antag-2 1 and STK33 inh -1.4.
Screening COc1ccccc1NS(=O)(=O)c1cccc(C(=O)N2CCN(C/C=C/c3ccccc3)CC2)c1 returned OX1R antag-1 9, OX1R antag-2 -16 and STK33 inh 2.0.
For O=C(NNc1ncnc2c1cnn2-c1ccc(F)cc1)c1ccco1 the results were OX1R antag-1 -36, OX1R antag-2 -7 and STK33 inh 0.0.
O=C(CN1C(=O)c2cccnc2Oc2ccc(Cl)cc21)NC1CCCC1 was read as OX1R antag-1 10, OX1R antag-2 -14 and STK33 inh -2.5.
Screening CCOC(=O)CN1C(c2ccccc2O)Nc2ccc(Br)cc2C1c1ccccc1 (stereo not given) returned OX1R antag-1 6, OX1R antag-2 -31 and STK33 inh 8.0.
For N/C(CC(=O)Nc1cccc(C(F)(F)F)c1)=N/O the results were OX1R antag-1 14 and OX1R antag-2 -25.
COc1ccc(Cl)cc1NC(=O)N1CCC(C)CC1 was read as OX1R antag-1 7, OX1R antag-2 -13 and STK33 inh -1.7.

As a working copy, part of the list above.
For N/C(CC(=O)Nc1cccc(C(F)(F)F)c1)=N/O the results were OX1R antag-1 14 and OX1R antag-2 -25.
COc1ccc(Cl)cc1NC(=O)N1CCC(C)CC1 was read as OX1R antag-1 7, OX1R antag-2 -13 and STK33 inh -1.7.

Remaining list, next part
Screening CCCNC(=O)CS(=O)Cc1nc(-c2ccc(OC)cc2)oc1C (stereo not given) returned OX1R antag-1 0, OX1R antag-2 -25 and STK33 inh -0.7.
Screening O=C(O)CC1S/C(=N\N=C2CCCCCCC2)N(c2ccccc2)C1=O (stereo not given) returned OX1R antag-1 12, OX1R antag-2 -21 and STK33 inh -0.8.
For O=C(NC1CC1)c1nc(Cn2ccc([N+](=O)[O-])n2)no1 the results were OX1R antag-1 15, OX1R antag-2 -13 and STK33 inh -0.9.
Screening CC1(C)C(=O)NCCN1C(=O)CCCC(=O)O returned OX1R antag-1 8, OX1R antag-2 -2 and STK33 inh -2.1.
Cc1ccc(-c2csc(NC(=O)c3cccs3)n2)cc1 was read as OX1R antag-1 17, OX1R antag-2 -33 and STK33 inh -0.2.
`COc1ccc(S(=O)(=O)N2CCOCC2)cc1C(=O)NC1CCCCCC1` gave OX1R antag-1 13, OX1R antag-2 15 and STK33 inh -0.6.
`COC(=O)c1c(NS(=O)(=O)c2ccc3ccccc3c2)sc2c1CCCC2` gave OX1R antag-1 -1, OX1R antag-2 -7 and STK33 inh 0.2.
CSc1c(CC(=O)Nc2ccccc2Cl)n(Cc2ccccc2)c2ccccc12 was read as OX1R antag-1 10, OX1R antag-2 -20 and STK33 inh 0.3.
For CCOc1ccccc1Nc1nc(N)nc(CN(C)C2CCCCC2)n1 the results were OX1R antag-1 22, OX1R antag-2 -32 and STK33 inh -1.8.
Cc1ccc2c(c1)N(CCC(=O)NC1CCCCC1C)C(=O)CO2 (stereo not given) was read as OX1R antag-1 6, OX1R antag-2 -15 and STK33 inh -0.4.
For COc1ccc(/C=N/NC(=O)C2(C)NC(C)(C)Cc3ccccc32)cc1 (stereo not given) the results were OX1R antag-1 18, OX1R antag-2 -20 and STK33 inh -1.7.
Screening CC(C)NC(=S)N1CCN(C/C=C/c2ccccc2)CC1 returned OX1R antag-1 14, OX1R antag-2 -32 and STK33 inh -1.9.

High-throughput results: PubChem BioAssay, several laboratories
